# Screening data (PubChem)
# UPR CHOP act = activators of apoptotic arm of unfolded protein response (CHOP) | CHO-CHOP luciferase reporter, UPR activation, luminescence; percent of tunicamycin response over DMSO baseline | activation, % at 10 µM | 0.34% of 330,000 active | AID 449763;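 active means at 10 µM dose, activation of 40% or more, normalized to positive control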;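 further: 100% = tunicamycin at 10 µg/mL and 0% = DMSO alone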
#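 System: CHO-CHOP luciferase reporter cell line | Buffer or medium: F12 medium containing 10% fetal bovine serum | Doses: One dose, 10 µM in 0.5% DMSO | Times: 6 h compound exposure at 37 °C after overnight seeding | Signal: Luciferase luminescence | Read-out: % activation vs tunicamycin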
# tim23-1 inh = inhibits growth of tim23-1 mutant yeast; S. cerevisiae tim23-1 growth, BacTiter-Glo luminescence, 24 h; inhibition, % at 20 µM; 1.3% of 330,000 active; AID 463212;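 active means growth inhibition of the mutant yeast at or above 50%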;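 further: temperature-sensitive mutant grown at 25 °C; plate controls were DMSO-treated mutant yeast for no effect and medium wells lacking yeast for full effect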
# 697 NFkB inh = inhibitors of the PMA/ionomycin-induced NF-kB reporter in 697 B cells; 697 B-cell NF-kB luciferase reporter, 16 h; inhibition, % at 4 µM; 0.33% of 330,000 active; in the data active means inhibition above about 35%
# APJ ag = agonists of human APJ apelin receptor; P35414; CHO-K1 APJ PathHunter beta-arrestin, luminescence; 0% DMSO wells, 100% apelin; activation, % at 20 µM; 0.11% of 330,000 active; AID 2520;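 active means activation more than six SD over the plate average, tested at 20 µM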;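 further: 0% = DMSO alone and 100% = apelin-13 at 10 nM; some results filed as inactive read as strong as hits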
#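 Assay system: engineered CHO-K1 APJ arrestin reporter cells; Amount: 1000 CHO-K1 reporter cells seeded per well; Dosing: one dose, 20 µM compound, 1% DMSO; Times: compound stimulation 90 min at 25 °C, detection 60 min; Measured by: luminescent beta-gal fragment complementation, chemiluminescent substrate; Read-out: APJ–arrestin association signal; Controls: DMSO vs Apelin-13 10 nM.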
# XBP1 UPR activ = activators of adaptive arm of unfolded protein response (XBP1); CHO-XBP1 luciferase reporter, IRE1-XBP1 UPR activation, luminescence; percent of tunicamycin response, DMSO as zero; activation, % at 20 µM; 0.33% of 330,000 active;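 active means versus positive control, 20 µM dose yields 30% or more activation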;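 further: 100% = tunicamycin at 10 µg/mL and 0% = DMSO only wells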
#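 incubation = overnight seeding at 37 °C, 6 h compound treatment at 37 °C | assay system = CHO-XBP1 cells stably carrying IRE1-XBP1-driven luciferase reporter | input = 1000 cells per well | detection = luciferase luminescence | dosing = single point, 20 µM final compound, 1% DMSO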
# APJ antag = blocks the human apelin receptor APJ; P35414; CHO-K1 APJ beta-arrestin complementation, luminescence; inhibition, % at 20 µM; 0.32% of 330,000 active;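 active means inhibition above about 40% at 20 µM, limit read from the data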;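 further: cells challenged with 10 nM apelin-13 agonist together with compound; plate controls were apelin-13 plus DMSO wells for no effect and DMSO wells lacking apelin-13 for full effect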
# Mdm2 MdmX PPI = human Mdm2/MdmX binding inhibition | O15151+Q00987 | SaOS-2 split-luciferase Mdm2/MdmX complementation, luminescence | inhibition, % at 8 µM | 3% of 330,000 active | AID 485346;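 active means inhibition of at least 50% at 8 µM in the primary screen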
# Target sequence (O15151 whole entry, looked up): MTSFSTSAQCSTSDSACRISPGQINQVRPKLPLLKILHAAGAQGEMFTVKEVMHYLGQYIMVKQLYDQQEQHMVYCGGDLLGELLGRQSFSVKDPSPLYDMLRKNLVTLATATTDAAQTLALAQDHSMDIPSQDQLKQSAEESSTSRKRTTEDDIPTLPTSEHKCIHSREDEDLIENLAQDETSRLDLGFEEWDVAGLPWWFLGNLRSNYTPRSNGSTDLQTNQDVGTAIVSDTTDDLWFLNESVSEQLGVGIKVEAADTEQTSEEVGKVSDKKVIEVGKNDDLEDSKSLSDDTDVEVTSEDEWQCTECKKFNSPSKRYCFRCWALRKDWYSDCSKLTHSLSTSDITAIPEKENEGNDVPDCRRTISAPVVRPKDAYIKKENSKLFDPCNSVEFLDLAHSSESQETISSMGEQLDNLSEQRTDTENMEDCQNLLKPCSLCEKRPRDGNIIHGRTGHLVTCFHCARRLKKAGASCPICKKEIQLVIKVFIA
# Target sequence (Q00987 whole entry, looked up): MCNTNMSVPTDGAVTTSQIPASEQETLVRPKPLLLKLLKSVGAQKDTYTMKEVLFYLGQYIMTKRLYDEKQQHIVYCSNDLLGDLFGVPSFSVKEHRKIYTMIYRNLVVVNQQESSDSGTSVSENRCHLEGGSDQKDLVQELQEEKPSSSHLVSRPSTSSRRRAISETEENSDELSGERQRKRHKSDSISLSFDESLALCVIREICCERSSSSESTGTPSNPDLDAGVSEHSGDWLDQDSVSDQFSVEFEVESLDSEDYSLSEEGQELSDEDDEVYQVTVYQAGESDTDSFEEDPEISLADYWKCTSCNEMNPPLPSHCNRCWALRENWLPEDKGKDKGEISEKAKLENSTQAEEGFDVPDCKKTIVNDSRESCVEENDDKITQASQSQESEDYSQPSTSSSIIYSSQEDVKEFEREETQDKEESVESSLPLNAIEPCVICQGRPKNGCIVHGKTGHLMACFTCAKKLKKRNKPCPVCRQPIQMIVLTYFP
# Jurkat NFkB inh = inhibitors of the PMA/ionomycin-induced NF-kB reporter in Jurkat cells. PMA/ionomycin-induced NF-kB luciferase reporter, luminescence. inhibition, % at 4 µM. 0.53% of 330,000 active. AID 435003; in the data active means inhibition above about 50%
# * hit, by the source's call.
(1) O=C(NC1CCCC1)C(c1ccc(O)cc1)N(CC1CCCO1)C(=O)C1COc2ccccc2O1 (stereo not drawn)
(2) Cc1cc(C)c2c(N)c(C(=O)c3ccc(Cl)cc3Cl)sc2n1
(3) O=C(CCN1CCOCC1)Nc1ccc2c(c1)CCC2
(4) CNC(=S)NC(CC(=O)OC)c1ccc2c(c1)OCO2 (stereo not drawn)
(5) CCN1CCCc2cc(CN(CCN3CCOCC3)C(=O)Nc3ccc(C)c(C)c3)ccc21
(6) CSCCC(NS(=O)(=O)c1cccc(C(F)(F)F)c1)C(=O)Nc1ccccc1N1CCCC1 (stereo not drawn)
Screen / compound no.	1	2	3	4	5	6
UPR CHOP act	1.2	-1.6	2.1	0.4	1.7	2.4
tim23-1 inh	0	11	16	1	16	29
697 NFkB inh	-10	-1	1	16	13	-2
APJ ag	-3	1	4	-2	-4	-2
XBP1 UPR activ	-1	4	0	-1	-2	-3
APJ antag	5	-2	-9	-9	9	12
Mdm2 MdmX PPI	14	70*	-10	8	-2	38
Jurkat NFkB inh	-1	1	-1	7	13	-2

(7) O=C(NCc1ccccc1)Nc1cccc2ccccc12
(8) COc1ccc(CNCc2cccc3ccccc23)cc1
(9) O=C(Cn1c(/C=C/c2ccccc2)nc2ccccc21)Nc1ccc(F)cc1
(10) CCc1nnc(NC(=O)c2ccc(S(=O)(=O)N3CCCC(C)C3)cc2)o1 (stereo not drawn)
(11) CCOc1ccc(C(CC(=O)O)NC(=O)CCCOc2ccc(Cl)cc2C)cc1 (stereo not drawn)
(12) Cc1cccc(NC(=O)CN2CCN(CC(=O)Nc3cccc(C)c3)CC2)c1
Screen / compound no.	7	8	9	10	11	12
UPR CHOP act	0.8	0.4	7.8	-1.4	2.3	3.9
tim23-1 inh	3	-18	23	28	13	3
697 NFkB inh	6	5	-16	-8	18	-16
APJ ag	-3	-4	-2	6	-2	4
XBP1 UPR activ	-1	-1	-1	-4	-5	-3
APJ antag	-6	-10	-7	10	10	4
Mdm2 MdmX PPI	-21	12	-45	33	32	-16
Jurkat NFkB inh	10	-10	-22	6	6	-1

# Profiles, quoted from the list. Screens in order: UPR CHOP act, tim23-1 inh, 697 NFkB inh, APJ ag, XBP1 UPR activ, APJ antag, Mdm2 MdmX PPI, Jurkat NFkB inh
# O=C(Cn1c(/C=C/c2ccccc2)nc2ccccc21)Nc1ccc(F)cc1 is listed as 7.8, 23, -16, -2, -1, -7, -45, -22
# COc1ccc(CNCc2cccc3ccccc23)cc1 is listed as 0.4, -18, 5, -4, -1, -10, 12, -10

# Molecules listed so far that have fluorine, in the order listed:
(6) CSCCC(NS(=O)(=O)c1cccc(C(F)(F)F)c1)C(=O)Nc1ccccc1N1CCCC1 (stereo not drawn)
(9) O=C(Cn1c(/C=C/c2ccccc2)nc2ccccc21)Nc1ccc(F)cc1
Screen / compound no.	6	9
UPR CHOP act	2.4	7.8
tim23-1 inh	29	23
697 NFkB inh	-2	-16
APJ ag	-2	-2
XBP1 UPR activ	-3	-1
APJ antag	12	-7
Mdm2 MdmX PPI	38	-45
Jurkat NFkB inh	-2	-22

# The list continues:
(13) O=C(c1ccc(S(=O)(=O)N2CCOCC2)cc1)N1CCN(S(=O)(=O)c2ccc(Cl)s2)CC1
(14) CN(C)CCCCOc1ccc(Br)cc1Cl
(15) Cc1ccc(N(C(=O)c2csnn2)C(C(=O)NC2CCCC2)c2cccnc2)cc1 (stereo not drawn)
(16) CCN(CC)S(=O)(=O)c1cccc(-c2nnc(SCC(N)=O)n2CCc2ccccc2)c1
(17) CC1(OC(=O)c2cccs2)C(=O)C=C2C=C(c3ccc(C#N)cc3)OC=C2C1=O (stereo not drawn)
(18) O=C(CN1CCC(N2CCCCC2)CC1)N1CCOCC1
Screen / compound no.	13	14	15	16	17	18
UPR CHOP act	-0.2	2.4	2.0	-1.9	-1.6	0.1
tim23-1 inh	18	13	3	13	-11	-1
697 NFkB inh	-13	13	1	-10	-1	14
APJ ag	0	-2	-3	0	-1	-1
XBP1 UPR activ	0	-1	2	-2	-1	-3
APJ antag	-10	-14	16	8	0	10
Mdm2 MdmX PPI	14	14	-10	-4	-16	16
Jurkat NFkB inh	-11	-9	-15	14	-10	-4

(19) O=C(O)Cc1ccc(N=Nc2c(O)c(C(=O)O)cc3ccccc23)cc1
(20) CCCc1cc(Nc2ccc(C)cc2)n2ncnc2n1
(21) CC1(C)O[C@@H]2[C@@H](CO[C@@]3(COS(N)(=O)=O)OC(C)(C)O[C@@H]23)O1
(22) Cc1ccccc1CC(=O)Nc1cccnc1
(23) C[C@@H]1CN([C@H](C)CO)C(=O)c2cc(NS(=O)(=O)c3cccs3)ccc2O[C@H]1CN(C)Cc1ccccc1
(24) CCO/N=C(/c1nonc1N)N1CCN(c2ccc([N+](=O)[O-])cc2)CC1
Screen / compound no.	19	20	21	22	23	24
UPR CHOP act	-1.6	1.0	-1.6	0.9	0.2	-1.5
tim23-1 inh	17	20	3	1	16	-1
697 NFkB inh	-39	1	-1	3	-1	8
APJ ag	-3	-1	-3	-1	-4	-10
XBP1 UPR activ	0	1	-1	-4	7	0
APJ antag	7	2	11	-5	-5	4
Mdm2 MdmX PPI	-2	-3	13	25	18	11
Jurkat NFkB inh	-19	7	-19	-4	7	21

(25) O=C1/C(=C/c2ccc(F)cc2)CCC1C1CCCC1 (stereo not drawn)
(26) O=C(Cc1c(Cl)cccc1Cl)Nc1cccc(S(=O)(=O)N2CCOCC2)c1
(27) O=C(NCc1ccc(F)cc1)N[C@@H](Cc1ccccc1)C(=O)O
(28) Cc1nc(SC(C)C(=O)Nc2cccc(C(F)(F)F)c2)c2c(C)c(C(=O)O)sc2n1 (stereo not drawn)
(29) CCOc1ccc2nc(NC(=O)C3CCN(C(=O)c4ccco4)CC3)sc2c1
(30) O=C(NN1C(=O)c2ccccc2NC1c1ccccn1)c1ccc([N+](=O)[O-])cc1 (stereo not drawn)
Screen / compound no.	25	26	27	28	29	30
UPR CHOP act	5.8	3.2	0.2	-0.6	3.8	1.4
tim23-1 inh	23	8	23	11	5	6
697 NFkB inh	-76	3	9	-1	-34	20
APJ ag	2	2	-5	0	-2	-1
XBP1 UPR activ	1	1	-2	-1	3	-2
APJ antag	-5	-1	0	10	9	-17
Mdm2 MdmX PPI	-25	8	12	15	-29	-3
Jurkat NFkB inh	-31	-9	-5	-9	-14	2

# Only Jurkat NFkB inh (6 entries from above):
entry | Compound | Jurkat NFkB inh
25 | O=C1/C(=C/c2ccc(F)cc2)CCC1C1CCCC1 (stereo not drawn) | -31
26 | O=C(Cc1c(Cl)cccc1Cl)Nc1cccc(S(=O)(=O)N2CCOCC2)c1 | -9
27 | O=C(NCc1ccc(F)cc1)N[C@@H](Cc1ccccc1)C(=O)O | -5
28 | Cc1nc(SC(C)C(=O)Nc2cccc(C(F)(F)F)c2)c2c(C)c(C(=O)O)sc2n1 (stereo not drawn) | -9
29 | CCOc1ccc2nc(NC(=O)C3CCN(C(=O)c4ccco4)CC3)sc2c1 | -14
30 | O=C(NN1C(=O)c2ccccc2NC1c1ccccn1)c1ccc([N+](=O)[O-])cc1 (stereo not drawn) | 2

# Other structures
(31) COc1ccc(CNC(=O)Cc2cccs2)cc1OC
(32) C=CCn1c(SCc2c(C(=O)OC)sc(N)c2C(=O)OC)nnc1-c1ccc(Cl)cc1
(33) CCN(C(=O)CSc1nnc2c3ccccc3n(CC)c2n1)C1CCS(=O)(=O)C1 (stereo not drawn)
(34) COc1ccc(O)c(C=NCC(C)N=Cc2cc(OC)ccc2O)c1 (stereo not drawn)
(35) COC(=O)c1ccc(/C=N/NC(=O)CC(=O)NCC(C)C)cc1
(36) COc1ccc(C(c2nnnn2Cc2cccs2)N2CCC(C(N)=O)CC2)c(OC)c1 (stereo not drawn)
Screen / compound no.	31	32	33	34	35	36
UPR CHOP act	1.5	-0.6	-0.2	0.1	-2.5	-0.9
tim23-1 inh	12	25	11	28	1	-8
697 NFkB inh	-9	-2	20	9	13	14
APJ ag	-4	-4	1	2	-5	4
XBP1 UPR activ	-2	-4	1	0	-2	-2
APJ antag	10	10	17	3	13	9
Mdm2 MdmX PPI	-14	22	3	24	23	11
Jurkat NFkB inh	-17	3	9	28	1	1

(37) O=C(NC1(C(F)(F)F)NC(=O)N(c2ccccc2F)C1=O)c1ccncc1 (stereo not drawn)
(38) COc1ccc(OC)c2[nH]c(=O)c(CCNC(=O)c3ccc4c(c3)OCO4)cc12
(39) O=C(C1=C(O)C(=O)N(CC2CCCO2)C1c1cccc(Cl)c1)c1ccco1 (stereo not drawn)
(40) CCc1ccc(OCC(=O)NNC(=O)Cc2cccs2)cc1
(41) COc1ccccc1-c1oc2ccccc2c1C#CC(C)(C)O
(42) CC1(c2ccc(Cl)cc2)NC(=O)N(CC(=O)Nc2cccnc2Cl)C1=O (stereo not drawn)
Screen / compound no.	37	38	39	40	41	42
UPR CHOP act	0.1	-0.6	1.0	1.9	0.0	-1.2
tim23-1 inh	9	17	-19	12	39	-30
697 NFkB inh	-21	-24	6	-9	7	-2
APJ ag	4	1	1	3	-2	-5
XBP1 UPR activ	-2	4	-2	-2	0	-1
APJ antag	6	-2	0	3	9	-10
Mdm2 MdmX PPI	3	-42	11	-19	15	8
Jurkat NFkB inh	-35	-20	-7	23	3	-2

(43) COC(=O)[C@H](Cc1ccccc1)NC(=O)N(C)Cc1ccccc1
(44) COc1ccc(-n2nc(C(=O)NCC(=O)Nc3cc(Cl)c(OC)cc3OC)c3ccccc3c2=O)cc1
(45) COC(=O)C1CCN(CC(=O)Nc2ccc(OC)c(Cl)c2)CC1
(46) Oc1cccc(NC(=S)Nc2ccc(SC(F)F)cc2)c1
(47) COc1ccc(C2Sc3nncn3N2Cc2ccc(C#N)cc2)cc1 (stereo not drawn)
(48) Cc1ccc(Cl)cc1N=C(N)N=C(N)N
Screen / compound no.	43	44	45	46	47	48
UPR CHOP act	4.0	0.5	0.0	1.2	-2.6	-1.1
tim23-1 inh	11	28	5	6	11	1
697 NFkB inh	17	9	5	-16	6	13
APJ ag	-5	2	-3	0	0	4
XBP1 UPR activ	0	1	1	2	-5	1
APJ antag	6	-14	4	1	0	-2
Mdm2 MdmX PPI	-11	16	19	2	13	18
Jurkat NFkB inh	3	-12	4	6	-11	6

(49) CC1CCCC(NC(=O)CN2C(=O)NC(C)(c3ccccc3)C2=O)C1C (stereo not drawn)
(50) CC1=NNC(=O)C1CCC(=O)N/N=C\c1cccc(Cl)c1 (stereo not drawn)
(51) O=C(NCC(c1ccco1)N1CCc2ccccc2C1)c1cccc([N+](=O)[O-])c1 (stereo not drawn)
(52) CC1Cc2ccccc2N1C(=O)c1cc2sccc2n1Cc1ccc(F)cc1 (stereo not drawn)
(53) Cn1c(CC(=O)NNC(=O)c2ccccc2[N+](=O)[O-])nc2ccccc21
(54) COc1ccccc1N1CCN(C(=O)Cc2ccc(Cl)cc2)CC1
Screen / compound no.	49	50	51	52	53	54
UPR CHOP act	-0.3	2.0	0.3	0.5	-1.8	2.9
tim23-1 inh	-23	8	33	1	10	27
697 NFkB inh	16	15	14	14	12	0
APJ ag	4	-4	2	-4	-2	-4
XBP1 UPR activ	0	0	-2	-3	-1	-1
APJ antag	-6	8	-30	3	-51	17
Mdm2 MdmX PPI	5	4	-20	49	2	21
Jurkat NFkB inh	7	4	3	-12	2	-11
